Peg3 promoter – Peg3 promoter activity inhibition | inhibition, % at 20 µM | HeLa PEG-Prom luciferase reporter, luminescence, overnight | AID 588405 | 360,000 compounds, 1.7% hits;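 active = inhibition of at least 50% at 20 µM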
Shn3 inh set2 – inhibitors of Schnurri-3 3'UTR reporter in osteoblasts | inhibition, % at 12.5 µM | 360,000 compounds, 0.52% hits | AID 588674 | Clone20 osteoblast Shn3 3'UTR firefly luciferase, 24 h;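 active = mean inhibition of at least 75% with every replicate also reaching 75%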;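 note: 0% = median of neutral control wells and 100% = pilot-screen positive control compound; some compounds past the cut are filed as inactive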
MITF TRPM1 inh – reduces MITF-dependent TRPM1 promoter luciferase signal; SK-MEL-5 TRPM1 promoter luciferase, 24 h; inhibition, % at 12.5 µM; 330,000 compounds, 0.83% hits; AID 488899;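 active = mean inhibition across replicates of 60% or more, whatever share of single replicates reaches that level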; note: values of inactives mirror those of a sister screen read the other way
NR2E3 ag-1 – human photoreceptor-specific nuclear receptor agonism. Q9Y5X4. CHO-S Gal4-NCOR/VP16-NR2E3 two-hybrid, luciferase. inhibition of corepressor binding, % at 3.98 µM. 360,000 compounds, 0.35% hits. AID 602229;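 active = inhibition above the mean of all tested compounds plus 3 SD, cut at about 70% in these data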;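 note: 0% = DMSO with NR2E3 transfected cells and 100% = cells lacking NR2E3 construct; higher means lower luciferase signal from less NR2E3 corepressor binding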
Target sequence (Q9Y5X4 whole entry, looked up, the tested form may be a part): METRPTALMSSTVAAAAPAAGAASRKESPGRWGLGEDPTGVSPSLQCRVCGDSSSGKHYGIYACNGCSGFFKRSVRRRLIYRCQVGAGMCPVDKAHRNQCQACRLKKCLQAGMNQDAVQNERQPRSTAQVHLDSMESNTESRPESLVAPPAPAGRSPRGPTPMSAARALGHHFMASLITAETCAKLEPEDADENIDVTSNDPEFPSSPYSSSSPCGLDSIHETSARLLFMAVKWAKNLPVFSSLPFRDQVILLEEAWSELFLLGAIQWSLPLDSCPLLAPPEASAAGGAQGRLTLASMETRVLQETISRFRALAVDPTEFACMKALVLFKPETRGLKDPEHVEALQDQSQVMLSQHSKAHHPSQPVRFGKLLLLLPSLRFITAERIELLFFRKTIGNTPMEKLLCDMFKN
hiPSC survival – increases survival of single human iPS cells. hiPSC single-cell survival, ATPlite luminescence; 100% = ROCK inhibitor wells, 0% = DMSO. survival enhancement, % at 20 µM. 360,000 compounds, 0.044% hits. AID 602274; in the data active = survival enhancement above about 18%;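 note: cells exposed to compounds for 16 hours before the ATP read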
KKLEB cytotox – reduces viability of KKLEB cystic fibrosis airway cells | AID 602141 | KKLEB CF airway cells viability, ATPlite luminescence, overnight; stronger effect = lower value; cells stimulated with P. aeruginosa culture filtrate | 360,000 compounds, 0.36% hits | activity change (cytotoxicity), % at 5 µM;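 active = corrected activity change at or below -50% at 5 µM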
CF NFkB block – cystic fibrosis NF-kB activation inhibition. KKLEB NF-kB-GFP reporter, PAF-induced, GFP fluorescence overnight. inhibition, % at 5 µM. 360,000 compounds, 0.86% hits;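 active = at least 50% inhibition at 5 µM, scaled per plate between neutral and stimulator controls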;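 note: PAF is a Pseudomonas aeruginosa culture filtrate used as stimulus; plate controls were PAF-stimulated DMSO wells for no effect and unstimulated DMSO wells for full effect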
C8 TRAIL sens – sensitizes caspase-8 expressing cells to TRAIL | 360,000 compounds, 1% hits | NB7+C8 cells + TRAIL, ATPlite viability luminescence | inhibition (viability loss, TRAIL sensitization), % at 10 µM;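 active = compounds causing at least 50% loss of cell viability in the single-dose screen, relative to plate controls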
NR2E3 ag-2 – activates human photoreceptor nuclear receptor NR2E3. Q9Y5X4. GST-NR2E3/biotin-RetCOR TR-FRET, 1536-well. inhibition of corepressor binding, % at 4.78 µM. 320,000 compounds, 0.12% hits. AID 2300;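 active = percent inhibition above the cutoff of mean plus 3 SD of all tested compounds, set per screening campaign, cut at about 20% in these data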;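 note: 0% = DMSO wells and 100% = biotin wells as full block of FRET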
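System: GST-NR2E3 and biotin-RetCOR proteins; probe or stimulus: 7 nM biotin-RetCOR; doses: compound at 4.8 µM, single dose; schedule: Compound–protein incubation for 5 h at 4 °C; detection: time-resolved FRET; read-out: percent inhibition; controls: biotin wells as high control, 0.6% DMSO wells as low control; format: 1536-well plates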
HIF-2a block – blocks HIF-2a reporter activity | inhibition, % at 18.8 µM | 786-0 RCC cells HIF-2a reporter, luciferase luminescence, overnight | 360,000 compounds, 0.72% hits | AID 624352;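 active = inhibition of the luminescence signal of 40% or more relative to plate controls, in a single-dose primary screen at 18.75 µM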
EBV LMP1 NFkB – Epstein-Barr LMP1 NF-kappaB reporter inhibition | LMP1-induced NF-kappaB luciferase reporter cells, luminescence | inhibition, % at 12.5 µM | 350,000 compounds, 0.69% hits | AID 504558; in the data active = inhibition above about 41%;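 note: 0% = neutral control wells and 100% = reference inhibitor control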
An asterisk follows results filed as active; nt = not tested or not shown. These rows are one share of the data, so the mix of outcomes need not match the whole.

molecule,Peg3 promoter,Shn3 inh set2,MITF TRPM1 inh,NR2E3 ag-1,hiPSC survival,KKLEB cytotox,CF NFkB block,C8 TRAIL sens,NR2E3 ag-2,HIF-2a block,EBV LMP1 NFkB
O=C(c1cn2ccccc2n1)N1CCc2c([nH]c3ccccc23)C1c1ccccn1 (centres undefined),12,8,-5,3,0.9,-8,28,-5,2,1,-4
CCCC(C(=O)Nc1ccc(S(=O)(=O)N2CCCC2)cc1)c1ccccc1 (centres undefined),17,28,1,21,0.8,-7,-5,19,3,15,6
O=C(CSc1nnc(-c2ccccc2O)n1-c1ccccc1)Nc1cccc(C(=O)O)c1,19,-13,9,-18,-0.1,-1,20,2,-2,24,6
Cc1noc(C)c1COC(=O)CNC(=O)c1ccc(Cl)cc1,30,4,-8,-7,0.0,-8,6,6,2,11,0
COc1ccc(C(=O)CSc2nnc(-c3cc(C)cc(C)c3)o2)cc1,15,-2,2,-19,1.0,-14,6,19,1,2,6
CC(=O)Nc1ccc2c(c1)nc(CCNC(=O)c1ccccc1)n2C,12,-2,-5,-21,-2.7,-4,18,-5,3,25,-7
CC(C)C[C@H](NC(=O)c1[nH]cnc1C(=O)N[C@@H](C)C(=O)OCc1ccccc1)C(=O)OCc1ccccc1,-1,12,0,-10,1.5,-11,1,26,nt,5,-6
N#C/C(=C\C1=C(N2CCOCC2)C(=C\c2ccc(Cl)cc2)/CC1)C(=O)Nc1ccccc1F,8,3,9,-6,6.3,-16,10,2,4,-1,12
COc1ccc(CC(=O)Nc2ccc3nc(C)sc3c2)cc1OC,7,20,7,-4,8.6,3,8,-5,5,9,7
c1ccc(Oc2ccc(-c3ccnc4ncnn34)cc2)cc1,-101,-34,13,3,7.2,14,-27,-9,2,-24,-3
Clc1ccc2nc(C3CCCCC3)c(CC3CCCCC3)n2c1,7,2,nt,8,-2.1,-3,9,4,nt,-14,nt
CCCC(=O)Nc1c(-c2ccc(OC)cc2)c(=O)c2ccccc2n1C,1,-22,10,-30,-0.9,-20,8,-2,2,-11,-4
COc1ccc(-c2cc(C)no2)cc1S(=O)(=O)NCC1CCN(Cc2cc(C)ccc2C)CC1,18,-22,-24,-14,-0.5,-17,16,19,-2,6,-2
CCOC(=O)c1c(CN2CCCCC2)oc2ccc(O)cc12,16,-9,14,-42,2.7,8,2,7,1,22,12
Cc1cc(N2CCC(C)CC2)nc2cccc(O)c12,-184,-3,-49,-52,-1.2,-16,5,12,-2,-167,-17
CCOC(=O)c1c(NC(=O)C2CCCN(S(=O)(=O)c3ccccc3)C2)sc2c1CCCC2 (centres undefined),22,-12,13,-4,-1.6,-5,-14,10,-3,22,13
COc1ccc(CCNC(=O)CSc2nc(O)c(CC(C)C)c(=O)[nH]2)cc1OC,11,5,11,-11,-0.5,-2,-1,-24,1,12,18
COc1ccc(CCNS(=O)(=O)c2cccc(C)c2)cc1OC,12,6,-2,-14,-2.0,-7,6,-7,3,3,1
Cc1ccc(S(=O)(=O)N2CCN(C(=O)COC(=O)COc3ccc(Cl)c(C)c3)CC2)c(C)c1,-4,-9,7,12,-0.3,-4,-1,1,nt,4,1
O=C1CC2(CC(c3ccc(Cl)cc3)=NO2)C(=O)N1c1ccccc1 (centres undefined),1,-11,-9,5,0.0,20,-15,-5,-1,10,-3
CCOn1c(=O)c(-c2ccc(OC)c(OC)c2)[n+]([O-])c2ccccc21,-9,-22,1,-19,-0.1,-2,7,5,-5,-33,-1
COc1cccc2c(=O)cc(C)n(CC(=O)Nc3ccc(C)c(C)c3)c12,14,64,10,38,5.3,0,0,10,2,29,26
O=C(O)c1cc(-c2ccc(N3CCOCC3)cc2)nn1-c1ccc(F)cc1F,13,-7,2,9,-2.3,7,-12,-4,0,1,4
CCC(=O)Nc1cccc(-c2cn3ccccc3n2)c1,-91,-22,-7,-32,2.0,0,5,4,-1,-130,1
COc1ccc2[nH]c(C)cc(=O)c2c1,17,-6,8,-11,4.5,-3,4,-33,-1,4,-2
CC(C)C(=O)Nc1ccc(N2CCN(c3ccc(F)cc3)CC2)cc1,-2,11,-2,-36,2.6,6,3,2,-1,3,-5
CC(NC(=O)C1CCN(C(=O)Nc2ccccc2)CC1)c1ccccc1Cl (centres undefined),-1,8,1,19,5.6,11,4,-20,1,2,1
CC(C)NC(=O)N1c2ccccc2Sc2ccccc21,24,19,-3,-33,-0.3,9,-11,2,3,23,-2
NC1=NC(=O)/C(=C/c2ccccc2OS(=O)(=O)c2ccccc2)S1,7,-7,10,4,0.7,2,22,22,0,14,4
O=C(COC(=O)c1ccccc1Nc1ccc(SC(F)F)cc1)NC1CC1,-133,5,-21,-148,0.3,2,10,1,0,-192,-7
COCCn1c(SCc2cccc([N+](=O)[O-])c2)nc2ccccc2c1=O,20,25,5,-25,0.2,-10,21,-2,4,0,3
C=CCN(CC=C)C(=O)c1ccccc1NC(=O)c1ccccc1C,-3,14,19,-3,-0.9,-2,-3,10,-2,15,-5
C/C=C/C(=O)NCCc1ccc(OC)c(OC)c1,-1,-13,-4,6,-0.1,4,18,-2,0,13,2
COc1ccc(-n2nnc3c(SCC(=O)OCc4ccccc4)ncnc32)cc1,15,-6,-2,-23,0.6,2,7,15,5,14,4
COc1ccc(C(CC(=O)Nc2nccs2)C(C)C)cc1 (centres undefined),14,-1,12,15,-0.2,6,-3,3,1,14,1
CNCCCCOc1ccc(C(C)(C)C)cc1Cl,-25,-5,4,-23,2.2,0,11,-2,2,-36,1
CC(C(=O)N1c2ccccc2CC1C)N1CCN(S(=O)(=O)c2ccccc2F)CC1 (centres undefined),-5,-12,7,-28,-1.9,4,-3,3,1,-4,-13
CCn1cc2c(c1-c1cccc(C)c1)c(=O)n(C)c(=O)n2C,17,-6,-8,-17,0.2,8,-14,-34,2,-1,1
CCOc1ccccc1NC(=O)CSC1=C(C#N)C(c2ccco2)C(C(=O)Nc2nc3ccccc3s2)=C(C)N1 (centres undefined),-3,34,-2,-26,1.8,-4,11,9,1,-5,14
Cc1ccccc1NC(=O)CSc1nc2n(n1)CCCCC2,6,1,-7,-12,-1.8,0,13,-5,-2,11,-4
S=C(NCc1ccc(Cl)cc1)NCc1ccccn1,-2,-16,-8,-30,-0.2,2,-9,-2,-2,-2,-1
COc1ccc(/C=C/c2nc(-c3ccccc3)cc(=O)[nH]2)cc1,6,13,-12,-9,1.2,0,6,-6,-3,4,-3
Cc1csc(SCC(=O)NC(=O)NC(C)C)n1,5,-6,9,36,-0.7,13,-21,4,1,10,1
COc1ccc(NC(=O)CSC2=NCCN2)cc1,-7,-16,9,24,-0.2,9,-14,-2,2,12,-15
COc1cc(SC)ccc1C(=O)NCCOc1ccc(F)cc1,-222,-100,-88,-127,2.5,-8,14,2,1,-267,-41
Cc1ccc(C(=O)CC(C(=O)O)n2cncn2)cc1 (centres undefined),10,9,7,-7,0.7,3,-10,-11,nt,16,2
CC(C)(C)c1oc(C(=O)O)cc1CN1CCOCC1,8,-7,10,-30,0.4,8,-2,-8,5,13,-5
CCCCCCCCN1[C@@H](CC(=O)OC)c2cc(F)ccc2S1(=O)=O,18,19,4,6,-2.4,-16,14,16,3,0,-6
Cc1ccc([C@@H]2CC=C(C(=O)O)[C@H](c3ccccc3)N2S(=O)(=O)c2ccc(C)cc2)cc1,23,8,2,-3,-1.6,-3,26,14,4,8,4
O=C(c1ccc(-c2nnc(Nc3ccccc3)c3ccccc23)cc1)N1C[C@H]2C[C@H](C1)c1cccc(=O)n1C2,8,5,-11,-19,-0.2,-3,-1,-6,4,16,2

(cont.)
molecule,Peg3 promoter,Shn3 inh set2,MITF TRPM1 inh,NR2E3 ag-1,hiPSC survival,KKLEB cytotox,CF NFkB block,C8 TRAIL sens,NR2E3 ag-2,HIF-2a block,EBV LMP1 NFkB
CCOC(=O)c1[nH]c2ccccc2c1NC(=O)c1ccc(Br)o1,25,0,15,-1,-1.0,12,-32,14,5,-25,-2
Cc1ccc(OCC(=O)N2CCN(c3nnc(-c4ccccc4)c4ccccc34)CC2)cc1,18,7,6,-15,0.0,0,-8,29,1,12,3
O=C(CN1C(=O)/C(=C/c2ccccc2)SC1=S)NC1CCS(=O)(=O)C1 (centres undefined),-1,1,19,-6,-0.4,8,-14,5,0,-5,-3
CCC(=O)c1cn(CC(=O)Nc2ccc(F)cc2)c2ccccc12,9,4,nt,17,0.3,-1,-2,20,nt,4,3
CCOc1ccc(NS(=O)(=O)c2ccc3[nH]cc(C(=O)N(CC)CC)c(=O)c3c2)cc1,13,5,-3,-14,-0.8,-4,10,5,1,8,-3
COc1ccc(OC)c(-n2nnnc2SCC(=O)O)c1,17,-1,7,8,-1.8,14,2,-12,2,13,-9
O=C1NC(=S)N/C1=C/c1cc2c(cc1[N+](=O)[O-])OCO2,19,-4,14,-28,-0.5,-7,32,1,-1,-40,-24
CCn1c(SCc2ccccc2)nnc1-c1cccs1,-1,8,-1,0,3.8,-1,-6,1,-6,-42,4
CN(C)/C=C(\C#N)c1nc2ccccc2[nH]1,-25,-12,-23,-11,-2.0,-6,2,-18,-1,-134,-12
CCOc1ccccc1NC(=O)c1sc2ncn(CC(=O)N3CCOCC3)c(=O)c2c1C,12,-10,13,9,-0.5,-3,15,-4,2,-2,-2
COc1ccc(NC(=O)N(C)C[C@H]2Oc3c(NC(=O)Nc4ccc(C(F)(F)F)cc4)cccc3C(=O)N([C@H](C)CO)C[C@@H]2C)cc1,39,4,2,37,2.8,4,-49,28,nt,-5,3
COc1ccc(CCNC(=O)C2CCN(S(=O)(=O)c3cccs3)CC2)cc1OC,-3,-4,12,0,0.1,-4,2,-3,-1,8,-12
COc1cc(NC(=S)N2CCN(c3ccccn3)CC2)cc(OC)c1OC,-13,-11,0,-19,-1.6,-12,3,-5,1,14,4
COc1ccc(C(=O)Cn2nnc(-c3ccccc3-n3cnnn3)n2)cc1,5,3,-1,11,3.0,-7,7,-1,7,-4,-1
Cc1ccc(/C=C/C(=O)Nc2ncc(C)s2)o1,-216,-53,-105,-82,-1.0,-4,12,34,0,-207,-18
COCCNC(=O)c1ccccc1NC(=O)c1ccccc1N(C)S(=O)(=O)c1ccccc1,5,7,2,-20,2.3,9,5,-5,-2,9,-3
COCCNC(=O)/C(C#N)=C/c1cccc(OCc2ccccc2)c1,-9,-4,1,-44,0.7,-2,-39,-2,2,-10,-2
COc1cc([N+](=O)[O-])ccc1NC(=O)NCCCN1CCCC1=O,6,7,14,-2,-0.3,7,7,-2,0,-5,4

Screening results from PubChem.
